Bioassay records (PubChem BioAssay)
CCT modulator: cytosolic chaperonin activity modulation; 360,000 compounds, 0.3% hits; purified chaperonin ATPase assay, HTRF ADP detection, 30 min; activity change, % (concentration not given with the values), hits read low; in the data active means activity change below about -30%; further: on the % scale 0 is the no-effect control and ±100 the full control effect
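We incubate TRiC, 40 or 20 nM final, with library compounds at 76 uM and 10 uM ATP for 30 min at 37 °C. ADP formed is detected with Transcreener HTRF reagents after 30 min at room temperature.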
Mm-Cpn inhibitor: blocks the Methanococcus maripaludis chaperonin Mm-Cpn. purified Mm-Cpn ATPase, ADP Transcreener TR-FRET. Potency, µM (doses to about 76.9 µM), for the others: at the highest dose activity, negative = inhibition, actives largely listed as inhibitors. 330,000 compounds, 0.031% hits. AID 504842; further: potency means the concentration at half of the fitted maximal effect; on the % scale 0 is the no-effect control and ±100 the full control effect; nearly all actives have a fitted effect of over 80% in size
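Inhibition of chaperonin ATP hydrolysis is measured as reduced ADP production, detected by competitive TR-FRET in which signal falls with ADP. Final enzyme 25 nM and ATP 10 uM, reacted 30 min at 37°C.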
PLK1 PBD inh: inhibitors of human PLK1 polo-box domain binding; P53350; Plk1 PBD binding of FITC phosphopeptide, fluorescence polarization; Potency, µM, inactives show max response, negative = inhibition, actives largely listed as inhibitors; 360,000 compounds, 2.8% hits; further: potency means the concentration at half of the fitted maximal effect; series mostly up to about 57 µM; on the % scale 0 is the no-effect control and ±100 the full control effect; nearly all actives have a fitted effect of over 65% in size
Target sequence (P53350 whole entry, looked up, the tested form may be a part): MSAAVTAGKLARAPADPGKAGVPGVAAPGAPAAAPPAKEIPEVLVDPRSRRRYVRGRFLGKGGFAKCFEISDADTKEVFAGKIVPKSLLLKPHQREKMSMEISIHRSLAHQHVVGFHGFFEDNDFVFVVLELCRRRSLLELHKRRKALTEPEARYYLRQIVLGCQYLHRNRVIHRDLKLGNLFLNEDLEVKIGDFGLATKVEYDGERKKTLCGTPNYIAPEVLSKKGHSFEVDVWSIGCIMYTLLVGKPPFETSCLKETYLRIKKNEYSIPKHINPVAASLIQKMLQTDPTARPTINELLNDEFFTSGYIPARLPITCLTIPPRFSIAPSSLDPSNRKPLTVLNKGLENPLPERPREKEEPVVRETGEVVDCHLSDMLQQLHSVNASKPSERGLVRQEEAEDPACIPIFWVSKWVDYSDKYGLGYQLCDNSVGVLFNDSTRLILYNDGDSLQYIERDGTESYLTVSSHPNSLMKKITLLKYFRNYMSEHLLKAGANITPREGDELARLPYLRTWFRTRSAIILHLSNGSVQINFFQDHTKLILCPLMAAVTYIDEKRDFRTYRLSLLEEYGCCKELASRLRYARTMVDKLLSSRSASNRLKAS
PI5P4Ka inh: inhibitors of human PI5P4K alpha. P48426. PI5P4Kalpha enzyme, ADP-Glo luminescence, 60 min; hits give low values. max response, %. 330,000 compounds, 1.2% hits; active means max response of -50% or lower; inconclusive means between -30% and -50%; inactive means -30% or higher; further: value at the top dose of about 77 µM; on the % scale 0 is the no-effect control and ±100 the full control effect
Target sequence (P48426 whole entry, looked up): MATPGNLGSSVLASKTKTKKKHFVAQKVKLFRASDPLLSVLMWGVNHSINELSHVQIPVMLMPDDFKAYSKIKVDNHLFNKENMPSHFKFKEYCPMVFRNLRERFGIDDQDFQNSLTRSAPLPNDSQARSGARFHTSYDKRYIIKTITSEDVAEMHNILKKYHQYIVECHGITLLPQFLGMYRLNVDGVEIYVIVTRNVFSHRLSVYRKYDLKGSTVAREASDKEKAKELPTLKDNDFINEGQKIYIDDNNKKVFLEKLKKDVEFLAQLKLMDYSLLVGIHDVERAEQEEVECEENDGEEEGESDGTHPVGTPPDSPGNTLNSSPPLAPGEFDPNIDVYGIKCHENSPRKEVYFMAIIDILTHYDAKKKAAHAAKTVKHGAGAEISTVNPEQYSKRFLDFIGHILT
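Compounds were pin-transferred onto PI5P4Kalpha and substrate in HEPES pH 7.4 buffer with EGTA, CHAPS and 5% DMSO. ATP (5 microM final) started the reaction, which ran 60 minutes at room temperature before ADP-Glo detection.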
EPAC2 antagonist: EPAC2 (human) antagonism; Q8WZA2; EPAC2 GEF exchange of Rap1B-BODIPY-GDP, fluorescence; Potency, µM (titrated, usually from 114 µM), for inactives: at the highest dose activity, negative = inhibition, most hits filed as inhibitors; 360,000 compounds, 0.18% hits; AID 720708; further: potency means the concentration at half of the fitted maximal effect; on the % scale 0 is the no-effect control and ±100 the full control effect; nearly all actives have a fitted effect of over 45% in size; many of its hits are not listed in these tables
WRN helicase inh: inhibitors of human WRN helicase | Q14191 | Potency, µM (series often up to 114 µM), inactives show at the highest dose activity change, negative = inhibition, usual class: inhibitors | WRN helicase unwinding, fluorescent forked duplex, kinetic | 360,000 compounds, 0.46% hits; further: potency means the concentration at half of the fitted maximal effect; on the % scale 0 is the no-effect control and ±100 the full control effect; nearly all actives have a fitted effect of over 55% in size
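Screening of the MLSMR collection measured strand separation of a quenched forked DNA duplex (100 nM) by 20 nM WRN with 2 mM ATP, all final. Compounds were preincubated with enzyme 15 min at room temperature.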
EPAC1 antag: blocks human EPAC1 exchange factor. O95398. EPAC1 GEF assay, Rap1b-BODIPY-GDP exchange fluorescence. Potency, µM (highest dose often 115 µM), for the others: top-dose activity change, negative = inhibition, usual class: inhibitors. 360,000 compounds, 0.14% hits. AID 720709;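 further: potency means the concentration at half of the fitted maximal effect; plate controls were vehicle for no effect and positive control for full effect; nearly all actives have a fitted effect of over 50% in size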
EPAC1 agonist: EPAC1 (human) agonism. Potency, µM (doses to about 154 µM), without a hit: at the top dose activation, usual class: activators. O95398. AID 720707. 360,000 compounds, 0.073% hits. EPAC1 agonist qHTS, biochemical assay; response scale: 100% = response to 6.5 mM cAMP; further: potency means the concentration at half of the fitted maximal effect; nearly all actives have a fitted effect of over 60% in size
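Read-out is the fluorescence drop as BODIPY-GDP leaves Rap1B (480 nm excitation, 540 nm emission), recorded every 5 minutes over 30 minutes. Reactions held 100 nM EPAC1, 250 nM Rap1B–BODIPY-GDP and 50 uM GDP, with 6.5 mM cAMP setting full activation.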
* hit, by the source's call; ? = inconclusive; nt = not tested or not shown; [ ] = another dose, or the depositor's remark. Unless noted, the call rests on the fitted dose curve; in most records, active means well fitted curve in the direction sought with a large enough effect; inconclusive means small, poorly fitted or top-dose-only effect, or another doubt; inactive means no such curve, though single readings can be large; an effect the other way counts as inactive or inconclusive. These rows are one share of the data; rates above refer to the full screens.

CCT modulator | Mm-Cpn inhibitor | PLK1 PBD inh | PI5P4Ka inh | EPAC2 antagonist | WRN helicase inh | SMILES | EPAC1 antag | EPAC1 agonist
0.0 | nt | 5.0% | 19.0 | ? | -7.3% | CCCCc1c(-c2ccc(Cl)cc2)ncn1CCc1ccccc1OC | -17.1% | -4.5%
0.4 | nt | 3.1% | 7.7 | 4.5% | -7.1% | CCCCOC1NC(=O)NC(=O)C1(F)C(=O)OCC (stereo not given) | 2.5% | -9.7%
1.9 | -12.5% | 1.0% | 1.8 | 2.8% | 5.0% | O=C(Nc1ccc(F)cc1)c1cc2cc(Cl)ccc2[nH]1 | 8.5% | -11.8%
0.1 | -8.7% | -5.5% | -16.5 | 6.1% | 1.6% | COCc1cc(C)nc(N/N=C/c2ccc(-c3ccc(Cl)cc3[N+](=O)[O-])o2)c1C#N | 3.8% | -2.6%
1.3 | 0.0% | -0.8% | 0.2 | 3.8% | 13.3% | Nc1nnc(C(F)(F)F)s1 | -12.7% | -5.8%
2.4 | 0.7% | -7.2% | 1.1 | -10.7% | -6.1% | CC(=O)c1ccc(NC(=S)NC(C)c2ccc(Cl)cc2Cl)cc1 (stereo not given) | ? | 23.9%
-0.4 | 0.3% | -0.6% | -1.7 | -2.0% | 9.8% | Cc1ccc(C(=O)NC2CCN(C(=O)N3CCOCC3)CC2)cc1 | 3.4% | 7.0%
-4.8 | 2.8% | -14.7% | -2.0 | 5.1% | -6.4% | O=C(NNc1ccc([N+](=O)[O-])cc1)c1ccccc1Cl | ? | 0.7%
-0.1 | nt | -18.9% | -1.5 | -6.2% | 2.1% | Cc1onc(-c2c(Cl)cccc2Cl)c1C(=O)N1C(C)CCCC1C (stereo not given) | -6.6% | 0.6%
-1.8 | -2.4% | -6.6% | 4.2 | 8.2% | 1.4% | COc1ccc(S(=O)(=O)N(C)C[C@H]2Oc3c(NC(=O)CCC(F)(F)F)cccc3C(=O)N([C@H](C)CO)C[C@@H]2C)cc1 | 6.0% | 5.1%
-2.9 | -4.6% | 0.3% | -12.2 | 7.1% | 2.4% | Cc1csc(NC(=O)COc2ccc3c(c2)CCC3)n1 | 10.7% | 2.5%
-1.8 | -3.0% | -6.1% | -5.7 | -18.4% | -1.3% | Cn1c(CC(=O)Nc2ccc(F)cc2)c(Sc2ccccc2)c2ccccc21 | 3.2% | 1.7%
-2.6 | ? | ? | -6.2 | -4.0% | -2.7% | COc1cc(C)cc2oc(=O)c(CC(=O)N3CCN(C(=O)C4COc5ccccc5O4)CC3)c(C)c12 (stereo not given) | -4.4% | -0.9%
-0.2 | -1.9% | ? | -25.5 | -5.6% | -13.7% | CCc1ccc(-c2cc(C(=O)Nc3ccc(S(=O)(=O)NC(C)=O)cc3)c3ccccc3n2)cc1 | -2.7% | -4.6%
-2.0 | nt | -13.8% | -10.3 | -13.0% | 2.8% | O=C(OCn1nnc2ccccc2c1=O)c1ccc(F)c(S(=O)(=O)N2CCOCC2)c1 | -17.7% | 3.8%
1.5 | -1.9% | -4.6% | -17.0 | -0.6% | -8.1% | COc1ccc(C(=O)Nc2ccc(NS(=O)(=O)c3ccccc3)cc2)cc1OC | -15.9% | 2.0%
-2.1 | 0.9% | ? | 2.3 | -7.7% | 1.0% | COc1cccc(C(c2sc3ncnn3c2O)N2CCc3ccccc3C2)c1 (stereo not given) | 0.5% | 3.5%
0.4 | -1.1% | -15.0% | 1.4 | 16.6% | 5.8% | O=C1C(SC(F)(F)C(F)F)=C(C(F)(F)F)OC2C3C=CC(C3)C12 (stereo not given) | 7.4% | -4.8%
-1.4 | -3.0% | -4.2% | -0.3 | -1.6% | 2.2% | COCCN(Cc1cc2ccccc2[nH]c1=O)C(=O)c1ccccc1OC | -15.3% | -1.8%
-0.5 | nt | 0.5% | 0.4 | 35.5µM* | -7.4% | O=C1C=C(c2ccccc2)C(c2ccccc2)C1 (stereo not given) | -2.2% | 13.6%
-2.0 | 0.8% | 1.9% | -3.7 | 4.6% | -1.0% | COc1ccc(-c2cc(C3CCN(CC(O)C(F)(F)F)CC3)[nH]n2)cc1 (stereo not given) | -0.1% | -8.9%
-1.3 | -1.0% | -11.7% | -3.3 | 2.3% | -15.3% | CC1=NN(C(=O)c2ccccc2Cl)C(O)(c2cccnc2)C1 (stereo not given) | -5.8% | -2.0%
-2.6 | -2.5% | -21.6% | 3.9 | 0.8% | -2.7% | O=C(c1cc(COc2ccc3ncccc3c2)on1)N1CCCC(O)C1 (stereo not given) | -20.2% | 7.5%
-2.5 | 1.3% | ? | -2.8 | -23.3% | -0.8% | CC(=O)Nc1ccc(SC[C@H](Cc2ccccc2)N2CC[C@@H](C)CCC2=O)cc1 | 2.2% | 2.1%
-0.1 | 0.7% | ? | 0.6 | -1.9% | -4.3% | COc1cccc(Cn2nnc(C(=O)NCc3ccc(F)cc3)c2N)c1 | -4.3% | -2.3%
0.8 | nt | -12.8% | 3.1 | 6.1% | -0.3% | O=C(NC(CC(=O)N1CCN(c2ccccc2)CC1)c1ccccc1)c1ccccc1 (stereo not given) | -8.7% | 10.8%
-2.4 | 0.4% | 2.1% | 11.6 | -4.2% | -7.0% | Cc1ccc(N2CCN(S(=O)(=O)c3ccc(F)c(C)c3)CC2)c(C)c1 | -11.0% | 5.8%
-1.5 | 0.1% | -7.6% | 8.0 | -1.3% | 10.1% | Cc1ccc(CN2CC(C(=O)Nc3ncc(C)s3)CC2=O)cc1 (stereo not given) | 7.1% | -2.5%
-0.9 | nt | -10.2% | -8.3 | 2.0% | 5.7% | CNc1cncc(-c2cc(OC)ccc2OC)n1 | -24.6% | 4.8%
0.0 | 0.0% | 0.0% | -2.4 | 8.5% | 9.3% | CCOc1ccc(NC(=O)CCC(=O)O)cc1 | 10.6% | -12.9%
-2.7 | 0.0% | -0.2% | -1.8 | -2.9% | -2.6% | CCOc1ccc(OCC)c(NC(=O)c2[nH]c(C)c(C(C)=O)c2C)c1 | -6.1% | 7.6%
-2.4 | -0.4% | -15.0% | -1.7 | -7.1% | 2.6% | O=C(c1ccc(Cl)c(S(=O)(=O)N2CCCCC2)c1)N1CCCC(C(F)(F)F)C1 (stereo not given) | -1.0% | -5.9%
-0.8 | -0.7% | -10.1% | -17.5 | 5.5% | 5.4% | Cc1ccc(/C=C2/C(=O)N=C(N)N2C)s1 | -11.5% | 1.6%
-3.6 | 0.1% | -4.2% | -3.0 | 9.1% | 11.2% | Cc1cccc(CS(=O)(=O)Cc2ccc(C(=O)NCCN3CCCCC3C)o2)c1 (stereo not given) | 5.1% | -4.7%
-1.0 | nt | 5.7% | 2.4 | 7.7% | 8.4% | O=C(OC1C2C=CC1C1C(=O)NC21)c1ccccc1 (stereo not given) | 13.0% | 4.5%
-4.2 | -0.2% | -0.1% | ? | 8.1% | 0.8% | Cc1ccc(C(=O)NNC(=O)Cc2cccs2)cc1 | -3.3% | 2.1%
-4.5 | -1.1% | -13.9% | -13.9 | -4.2% | ? | Cc1cc(=O)oc2cc(OCC(=O)N/N=C/c3ccccc3[N+](=O)[O-])ccc12 | -10.4% | -3.7%
0.3 | -1.3% | -1.4% | -1.4 | 9.1% | 8.4% | O=C(COC(=O)C1C2CC3OC(=O)C1C3C2)Nc1ccc(F)cc1 (stereo not given) | 5.7% | -1.7%
0.2 | -1.9% | -5.7% | 4.7 | 3.9% | -13.0% | CC(=O)c1cccc(S(=O)(=O)NC2CCCCCC2)c1 | 10.5% | 10.4%
-1.3 | -1.3% | -3.9% | 4.1 | -2.8% | 0.1% | COc1ccc(S(=O)(=O)N2CCC3(CC2)OCCN3S(=O)(=O)c2ccccc2)cc1OC | -15.3% | -6.4%

Ordered by the number under PI5P4Ka inh (highest first): 3 from the list above.
CCT modulator | Mm-Cpn inhibitor | PLK1 PBD inh | PI5P4Ka inh | EPAC2 antagonist | WRN helicase inh | SMILES | EPAC1 antag | EPAC1 agonist
0.2 | -1.9% | -5.7% | 4.7 | 3.9% | -13.0% | CC(=O)c1cccc(S(=O)(=O)NC2CCCCCC2)c1 | 10.5% | 10.4%
0.3 | -1.3% | -1.4% | -1.4 | 9.1% | 8.4% | O=C(COC(=O)C1C2CC3OC(=O)C1C3C2)Nc1ccc(F)cc1 (stereo not given) | 5.7% | -1.7%
-0.8 | -0.7% | -10.1% | -17.5 | 5.5% | 5.4% | Cc1ccc(/C=C2/C(=O)N=C(N)N2C)s1 | -11.5% | 1.6%

Continuation.
CCT modulator | Mm-Cpn inhibitor | PLK1 PBD inh | PI5P4Ka inh | EPAC2 antagonist | WRN helicase inh | SMILES | EPAC1 antag | EPAC1 agonist
-1.2 | -0.8% | -12.6% | 7.8 | -2.5% | -6.0% | CCC(=O)N(Cc1ccco1)c1nc(-c2ccccc2)cs1 | -5.6% | 0.1%
-0.2 | -0.1% | -25.6% | -15.8 | -8.8% | -8.5% | CC(C)CNC(=S)NC(=O)c1csc([N+](=O)[O-])c1 | -18.4% | 6.6%
1.2 | 0.1% | 6.6% | 9.0 | -13.2% | -3.8%[57.1 µM] | CCN(CCO)c1nc(NCc2ccccc2)c2cnn(C)c2n1 | 4.7% | -13.1%
0.1 | nt | 2.4% | 2.7 | 2.3% | 0.1% | Cc1cc(C)c2cc(C#N)c(NCCCNC(=O)c3cccnc3)nc2c1 | 9.0% | -4.3%
1.0 | nt | -10.1% | 8.8 | -5.3% | -4.3% | O=C(NC(c1ccccc1)c1ccc2ccccc2n1)C1CCN(CCOc2ccc(Cl)cc2)CC1 (stereo not given) | 6.2% | 1.5%
-3.2 | 1.7% | -4.8% | -0.2 | -6.8% | -3.4% | Cc1ccccc1CN1CCc2c(OCC(=O)N3CCCc4ccccc43)cccc2C1=O | -0.5% | 22.2%
-0.7 | 1.3% | -13.1% | 2.3 | -3.5% | -6.4% | N#CC1(NC(=O)COC(=O)c2cc([N+](=O)[O-])ccc2N2CCCC2)CCCCC1 | -14.1% | 8.0%
2.2 | 2.8% | 0.8% | 2.6 | 7.1% | -14.4% | COc1ccc(CCNC(=O)COC(=O)/C=C/c2cccs2)cc1 | -8.2% | -0.4%
-2.3 | nt | -2.2% | -7.5 | 3.0% | -7.4% | COc1ccc(-n2ncc(C(C)NS(=O)(=O)c3cc(C)sc3C)c2C)cc1 (stereo not given) | -4.4% | -8.7%
1.3 | nt | -8.5% | -8.9 | 2.4% | -2.5% | CCN1CCN(c2ccc(N3CCN(S(=O)(=O)c4cccc([N+](=O)[O-])c4)CC3)nn2)CC1 | 2.9% | 11.5%
-2.0 | -2.2% | ? | 1.1 | -5.3% | 1.0% | C#CCNc1nc(C(C)C)nc2c1nnn2Cc1ccccc1F | -1.2% | -2.9%
-3.2 | 0.3% | -2.4% | 10.5 | 0.9% | -1.9% | CC(=O)N/C(=N\OCc1ccc(Br)cc1)c1nonc1NC(C)=O | -4.9% | 0.3%
